Assay outcomes from PubChem BioAssay.
TWEAK Fn14 block – blocks TWEAK-Fn14 interaction in a reporter cell assay; TWEAK-stimulated Fn14 reporter cells, luciferase luminescence, 8 h; inhibition, % at 10 µM; 360,000 compounds, 2% hits; in the data active means inhibition above about 50%
TROY NFkB inh – blocks TROY-dependent signaling in reporter cells. Q293 LMP1-TROYcd NF-kB luciferase reporter, 4 h. inhibition, % at 10 µM. 360,000 compounds, 0.98% hits. AID 1347056;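 active means compounds whose plate-normalised and pattern-corrected inhibition of the luciferase reporter signal at the single screening dose is 50% or more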
NR5A2 inv ag – suppresses constitutive activity of human LRH-1; O00482; 360,000 compounds, 0.13% hits; inhibition, % at 3.6 µM; HEK293T StAR-luciferase reporter, LRH-1 transfected, 24 h;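 active means inhibition above the mean inhibition of all tested compounds plus 3 SD, cut at about 73% in these data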;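 further: 0% = DMSO wells and 100% = reporter-only cells lacking LRH-1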
TLR9-MyD88 block – blocks human TLR9 binding to MyD88 | CHO BLA complementation TLR9-MyD88, CCF4 FRET ratio | inhibition, % at 4.98 µM | 340,000 compounds, 0.21% hits;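 active means inhibition above the mean over all tested compounds plus 3 SD, cut at about 21% in these data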;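 further: 0% = DMSO only wells and 100% = clavulanate BLA inhibitor control wells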
COUP-TFII inh – blocks human COUP-TFII nuclear receptor; P24468; HEK293T NGFI-A luciferase reporter, luminescence; inhibition, % at 8.6 µM; 370,000 compounds, 0.7% hits; AID 686940;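 active means inhibition above a per-plate cutoff, mean inhibition of test wells between control levels plus 3 SD, cut at about 38% in these data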;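 further: cells cotransfected with COUP-TFII expression vector driving the NGFI-A reporter; 0% = median of COUP-TF2 test wells and 100% = reporter-only cells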
NCOA1 inh – human NCOA1 inhibition | Q15788 | HEK293 GAL4-SRC1 luciferase reporter, luminescence | inhibition, % at 3.6 µM | 360,000 compounds, 0.12% hits | AID 588354;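 active means inhibition above the campaign mean plus 3 SD, with each screening campaign given its own cutoff, cut at about 60% in these data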;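 further: 0% = DMSO treated cells and 100% = gossypol at 36 µM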
Target sequence (Q15788 whole entry, looked up, the tested form may be a part): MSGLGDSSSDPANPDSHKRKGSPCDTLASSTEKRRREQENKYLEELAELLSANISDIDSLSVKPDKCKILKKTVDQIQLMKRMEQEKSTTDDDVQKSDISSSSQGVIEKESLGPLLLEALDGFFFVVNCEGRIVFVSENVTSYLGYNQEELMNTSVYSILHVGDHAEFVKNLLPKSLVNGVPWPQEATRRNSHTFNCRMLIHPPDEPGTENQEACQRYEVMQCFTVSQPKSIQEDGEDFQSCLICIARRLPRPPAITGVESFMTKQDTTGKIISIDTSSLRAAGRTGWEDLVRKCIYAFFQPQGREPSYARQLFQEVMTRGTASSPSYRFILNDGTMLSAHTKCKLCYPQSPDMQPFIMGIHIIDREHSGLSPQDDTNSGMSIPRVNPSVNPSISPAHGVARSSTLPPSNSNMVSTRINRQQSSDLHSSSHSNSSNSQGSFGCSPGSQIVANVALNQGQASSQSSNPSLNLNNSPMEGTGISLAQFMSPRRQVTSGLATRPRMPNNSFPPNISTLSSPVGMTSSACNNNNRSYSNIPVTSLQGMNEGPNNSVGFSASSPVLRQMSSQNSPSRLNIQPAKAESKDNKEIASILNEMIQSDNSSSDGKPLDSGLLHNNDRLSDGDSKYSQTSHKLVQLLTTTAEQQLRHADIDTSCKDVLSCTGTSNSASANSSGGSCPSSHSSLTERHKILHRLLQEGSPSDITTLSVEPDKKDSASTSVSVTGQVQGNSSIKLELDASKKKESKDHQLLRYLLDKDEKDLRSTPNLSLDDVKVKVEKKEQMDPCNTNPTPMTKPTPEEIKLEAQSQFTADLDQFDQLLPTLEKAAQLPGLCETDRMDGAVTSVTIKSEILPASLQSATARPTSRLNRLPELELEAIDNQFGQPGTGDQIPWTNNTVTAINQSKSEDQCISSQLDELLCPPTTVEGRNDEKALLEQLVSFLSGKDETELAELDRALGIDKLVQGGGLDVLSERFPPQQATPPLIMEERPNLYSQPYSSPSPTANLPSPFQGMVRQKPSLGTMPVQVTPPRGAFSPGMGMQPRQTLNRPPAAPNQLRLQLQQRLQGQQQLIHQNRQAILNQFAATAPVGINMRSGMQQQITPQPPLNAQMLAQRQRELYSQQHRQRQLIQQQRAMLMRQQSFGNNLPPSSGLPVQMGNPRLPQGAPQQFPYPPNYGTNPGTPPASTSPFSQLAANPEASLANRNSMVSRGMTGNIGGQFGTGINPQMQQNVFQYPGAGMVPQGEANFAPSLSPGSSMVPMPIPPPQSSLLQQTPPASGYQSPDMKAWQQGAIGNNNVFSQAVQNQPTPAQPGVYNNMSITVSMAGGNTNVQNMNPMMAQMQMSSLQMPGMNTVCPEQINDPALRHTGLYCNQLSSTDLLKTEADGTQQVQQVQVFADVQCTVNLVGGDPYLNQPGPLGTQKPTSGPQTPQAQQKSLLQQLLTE
NOD2 RIPK2 PPI – blocks binding of human NOD2 to RIPK2 | 360,000 compounds, 0.38% hits | inhibition, % at 4.98 µM | AID 624267 | CHO BLA complementation NOD2-RIPK2, CCF4 ratio; in the data active means inhibition above about 21%;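 further: 0% = vehicle only and 100% = reference blocker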
SRC2 inh – human SRC2 (NCOA2) inhibition. inhibition, % at 9 µM. 370,000 compounds, 0.17% hits. HEK293 GAL4-SRC2 luciferase reporter, luminescence. AID 651957;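 active means inhibition above the mean inhibition of all tested compounds plus 3 SD, set per campaign, cut at about 52% in these data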;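 further: 0% = DMSO treated cells and 100% = cells given Gossypol at 36 µM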
NCOA3 inh – inhibitors of human steroid receptor coactivator 3 (SRC3). AID 588352. Q9Y6Q9. 360,000 compounds, 0.17% hits. inhibition, % at 3.6 µM. HEK293 GAL4-SRC3 luciferase reporter, luminescence;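 active means inhibition above a per-campaign cutoff, the mean of all compounds plus 3 SD, cut at about 60% in these data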;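 further: 0% = DMSO-treated cells and 100% = gossypol-treated cells at 36 µM; higher means less SRC3-driven luciferase light from the GAL4 reporter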
Granule exo inh – blocks lytic granule exocytosis; TALL-104 LAMP-1 surface exposure, flow cytometry; cells stimulated with thapsigargin and PMA; inhibition, % at 10 µM; 360,000 compounds, 0.66% hits; AID 651702;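 active means inhibition above about 55%, limit read from the data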
ABHD5 PLIN5 PPI – ABHD5-PLIN5 protein interaction inhibition; inhibition, % at 4 µM; 360,000 compounds, 0.78% hits; Q00G26+Q8WTS1; Split G. princeps luciferase complementation, luminescence, 4 h; AID 602281;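 active means inhibition above the mean inhibition across every tested compound plus 3 SD, cut at about 22% in these data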;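 further: 0% = DMSO only wells and the 100% control is not disclosed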
Starred values were filed as active, the others as inactive; nt = not tested or not shown. Some of the compounds tested (hit frequency here may not be typical).

Structure	TWEAK Fn14 block	TROY NFkB inh	NR5A2 inv ag	TLR9-MyD88 block	COUP-TFII inh	NCOA1 inh	NOD2 RIPK2 PPI	SRC2 inh	NCOA3 inh	Granule exo inh	ABHD5 PLIN5 PPI
CN1CCN(S(=O)(=O)c2cccc(C(=O)N(Cc3ccccc3)c3ccccc3)c2)CC1	-1	-14	7	5	-18	1	-5	5	18	-1	9
Cc1cccc2cc(C#N)c(SCC(=O)NCC3CCCO3)nc12 (stereo unspecified)	2	1	8	6	11	4	-10	14	8	6	3
CN1CCN(C(=O)c2cnn(-c3ccccc3)c2NC(=O)c2ccccc2)CC1	-2	6	5	1	12	8	1	12	7	-5	0
CCN(CC)c1ccc(NC(=S)NC(=O)C2CCC2)cc1	-31	-44	-10	-8	-1	-97	1	-12	-13	-4	-7
COc1cc(O)c(C(C)=O)c2c1C=CC(C)(C)O2	3	3	3	6	-18	-2	9	8	-5	-5	-2
Cc1ccccc1C(=O)O/N=C(\N)Cc1cccs1	-6	-10	-49	-8	-19	-60	-9	-18	-36	26	4
CCOc1ccc(NC(=O)COc2ccc(-n3cnnn3)cc2)cc1	-14	6	-10	-15	-15	-1	6	0	1	0	5
Nc1c(C(=O)OCC(=O)Nc2cccc([N+](=O)[O-])c2)[nH]c(=O)[nH]c1=O	20	11	7	-4	nt	-6	-2	nt	2	-15	-7
CCCCn1c(NCCO)nc2ccccc21	7	14	18	-8	22	0	-6	-11	14	-3	0
CN1CCN(c2oc(-c3cccs3)nc2S(=O)(=O)c2ccccc2)CC1	18	0	19	-4	3	-14	-19	8	11	2	0

(further entries)
Structure	TWEAK Fn14 block	TROY NFkB inh	NR5A2 inv ag	TLR9-MyD88 block	COUP-TFII inh	NCOA1 inh	NOD2 RIPK2 PPI	SRC2 inh	NCOA3 inh	Granule exo inh	ABHD5 PLIN5 PPI
Cc1cc(C)c(C(=O)c2ccc(C(=O)N3CCCCC3)cc2)c(C)c1	0	7	7	5	-4	5	7	-8	4	0	5
CCCCn1c(SCC(=O)Nc2nnc(CC)s2)nc2c1c(=O)n(C)c(=O)n2C	3	2	-29	-3	8	4	9	7	-9	1	3
O=C(COc1ccc2c(c1)OCO2)Nc1nncs1	-18	-14	-25	3	5	-10	0	-22	-43	-4	4
Cc1ccc(C(=O)OCc2cc3ccccc3[nH]c2=O)cc1	-5	-18	20	15	-2	-25	-2	10	14	-2	4
CCOC(=O)c1c(CN2CCOCC2)oc2ccc(OC(C)=O)cc12	-5	-4	-11	8	0	-38	-15	1	1	-5	-4
CN(C)N1C(=O)/C(=C/c2ccco2)SC1=Nc1ccccc1	9	9	-13	-4	-12	7	-10	-3	3	-1	12
COc1ccc(NC(=O)c2cccnc2SC)cc1S(=O)(=O)N1CCCCC1	2	3	8	-4	1	-11	-11	22	13	2	1
C[N+](C)(C)CCCNC(=O)c1ccc(/C=N/O)nc1	-16	20	-3	-4	-8	-5	6	-3	-3	-3	2
COc1ccc(OC)c(NC(=O)c2cc(S(=O)(=O)N(C)C)ccc2N2CCCC2)c1	-15	-8	-9	-11	8	-2	-2	-9	5	-6	4
C=CCc1ccc(OCC(O)CN2CCCCC2)c(OC)c1 (stereo unspecified)	-12	8	-13	2	-5	-24	-1	4	-1	-1	-9

The listing continues:
Structure	TWEAK Fn14 block	TROY NFkB inh	NR5A2 inv ag	TLR9-MyD88 block	COUP-TFII inh	NCOA1 inh	NOD2 RIPK2 PPI	SRC2 inh	NCOA3 inh	Granule exo inh	ABHD5 PLIN5 PPI
O=C(COC(=O)c1cccc(O)c1)Nc1ccc(OC(F)F)cc1	-19	-70	0	-2	-20	-5	-2	2	10	1	-1
CCOC(=O)c1sc(=NC(=O)/C=C/c2cccs2)n(C)c1C	-8	-65	-19	3	-2	-24	0	-50	-54	5	12
CCOCCCN1CC(C(=O)NCCc2ccc(C)cc2)CC1=O (stereo unspecified)	2	-8	7	-4	-10	-10	-7	-10	-14	4	-2
CCOC(=O)CSC1=C(C#N)C(c2ccccc2OC)CC(=O)N1 (stereo unspecified)	-4	-1	-10	4	10	0	-1	-1	-3	3	-4
Cc1ccc(NC(=O)c2ccc(NS(=O)(=O)/C=C/c3ccccc3)cc2)nc1	5	18	6	-5	-1	-4	8	8	5	1	-1
CCOc1cccnc1Sc1ccccc1	8	-31	2	6	-8	-8	0	-1	9	-2	2
CN(C)/C=C1\Cc2ccccc2C1=O	-17	10	-33	7	27	-31	-1	-6	7	-1	2
C=C(C)CC1N(c2cccc(OC)c2)C(=O)[C@@H]2C(C(=O)O)[C@H]3C=C[C@@]12O3 (stereo partly specified)	-7	17	-21	-2	0	1	-2	-2	-7	2	-3
COc1cccc(C(=O)OCC(=O)NCCC2=CCCCC2)c1	0	-14	10	0	30	-19	17	-5	11	20	-3
O=C(Cn1cc[n+](CC(=O)c2ccc(Cl)cc2Cl)c1)c1ccc(Cl)cc1Cl	3	10	-6	nt	5	8	0	2	19	0	7

(further entries)
Structure	TWEAK Fn14 block	TROY NFkB inh	NR5A2 inv ag	TLR9-MyD88 block	COUP-TFII inh	NCOA1 inh	NOD2 RIPK2 PPI	SRC2 inh	NCOA3 inh	Granule exo inh	ABHD5 PLIN5 PPI
Cc1ccc2c(c1)nnn2C1CCN(CC(=O)Nc2ccccc2N2CCOCC2)CC1	-14	15	-11	0	nt	7	10	nt	10	2	-5
COc1ccc(-c2ccc(CN3C(C(C)C)C(=O)N(Cc4cn(Cc5ccco5)nn4)CCS3(=O)=O)cc2)cc1 (stereo unspecified)	37	-8	-15	-6	-4	-2	-18	-5	6	1	-6
CCCC[n+]1ccn(-c2nc3ccccc3nc2[N-]S(=O)(=O)c2ccc(C)cc2)c1	-29	0	-16	0	3	7	4	7	2	1	1
O=c1nc2ccccc2c2n1CC(CN1CCN(C(c3ccccc3)c3ccccc3)CC1)N2 (stereo unspecified)	0	-23	18	3	7	7	-9	-13	11	8	11
CC(Oc1ccc(F)cc1)C(=O)Nc1ccccc1C(=O)N1CCCCC1 (stereo unspecified)	-4	5	-17	7	31	2	3	19	13	7	4
CCN(C(=O)Nc1ccccc1OC)c1c(N)n(Cc2ccccc2)c(=O)[nH]c1=O	-5	-8	-9	-2	-6	8	-9	11	15	0	-4
C=CCON/C(CCC)=C1\C(=O)CC(C)(C)CC1=NC	-16	3	-1	3	3	-19	5	-3	5	2	-5
CCOc1ccc(CNC(=O)CN2C(=O)CSc3ccc(S(=O)(=O)N4CCOCC4)cc32)cc1OC	-3	-4	-7	-1	1	-10	1	9	2	2	0
O=C(c1ccco1)N1CCN(C(=S)NCc2ccc(F)cc2)CC1	-11	3	7	1	-1	2	-3	-13	14	2	-5
COc1ccc(-c2sc3ccccc3c2-c2ccc(OCCN3CCOCC3)cc2)cc1	18	21	7	3	-12	14	-1	-22	5	1	-3

The listing continues:
Structure	TWEAK Fn14 block	TROY NFkB inh	NR5A2 inv ag	TLR9-MyD88 block	COUP-TFII inh	NCOA1 inh	NOD2 RIPK2 PPI	SRC2 inh	NCOA3 inh	Granule exo inh	ABHD5 PLIN5 PPI
Nc1c(-c2ccccc2)cnc2ncnn12	-6	0	-15	-7	6	-13	3	22	-13	0	0
Cc1cc(F)ccc1NC(=O)C1CCCO1 (stereo unspecified)	-3	-10	2	3	4	-7	-9	-4	12	8	-2
CCCNC(=O)c1cnc(-c2ccccc2)nc1-c1ccccc1	-1	5	-6	2	-6	-12	5	-19	1	-2	-6
CCN1CCN(c2ccc(N3CCN(C(=O)c4ccc(Br)o4)CC3)nn2)CC1	0	3	10	-5	16	-11	-3	-9	-1	6	1
CCN(CCNC(=O)C1CCCN(c2ncnc3c2nc2n3CCCCC2)C1)Cc1ccccc1 (stereo unspecified)	-12	7	21	0	-16	-4	-8	3	24	1	6
N#Cc1cc(NC2CCCC2)c([N+](=O)[O-])cc1C#N	-29	-4	33	10	-1	-7	-5	17	13	-3	1
OC(CNCc1ccc2c(c1)OCO2)COc1ccccc1 (stereo unspecified)	-5	11	-3	-3	17	-18	6	7	-23	-1	-24
CCCN(Cc1nnc(-c2ccccc2Cl)o1)C(=O)c1cc(S(=O)(=O)N2CCOCC2)ccc1F	-7	-13	-17	-8	-3	-2	1	-34	2	2	3
O=C(COC(=O)c1c2c(nc3ccccc13)CCCC2)Nc1ccc2c(c1)OCO2	32	12	5	-1	-13	-7	2	11	-2	1	5
Cn1cc(C(=O)c2ccccc2)cc1-c1nc2ccccc2n1C	4	-17	-10	-12	-5	-13	1	-14	-6	-4	0

Carrying on:
Structure	TWEAK Fn14 block	TROY NFkB inh	NR5A2 inv ag	TLR9-MyD88 block	COUP-TFII inh	NCOA1 inh	NOD2 RIPK2 PPI	SRC2 inh	NCOA3 inh	Granule exo inh	ABHD5 PLIN5 PPI
CCOC(=O)C1=CN(Cc2cccc(F)c2)S(=O)(=O)N(CC)C1c1ccc(Br)cc1F (stereo unspecified)	4	4	-12	-7	6	-46	-4	-3	-33	8	-5
Cc1cccc(C(=O)OCC(=O)NC(=O)c2ccccc2)c1O	-4	-13	-25	-6	18	2	-11	4	3	-1	4
COc1ccc(C(C(=O)NC2CCCC2)N(Cc2cccs2)C(=O)c2ccn[nH]2)cc1OC (stereo unspecified)	1	23	-16	-9	-9	-2	-2	1	18	-3	2
CC12CN3CC(C)(CN(C1)C3c1ccccc1)C2O (stereo unspecified)	-6	-12	6	1	-1	-20	-1	-46	19	0	2
COc1ccc(S(=O)(=O)Nc2cc(Cl)ccc2OC)cc1	33	0	29	10	14	-28	7	12	11	2	8
COc1ccc2nc(/N=C(\N)NC(=O)N3c4ccccc4Sc4ccccc43)nc(C)c2c1	15	3	-14	-17	-8	3	-2	-5	10	-4	-4
COC(=O)c1ccc(NC(=O)c2cn(-c3cccc(C)n3)cn2)cc1	-29	-2	11	3	13	-7	-7	-10	16	1	0
Cc1oc2ccc(OCc3ccccc3F)cc2c1C(=O)O	0	-10	10	5	3	-7	-1	-3	2	0	6
